High-throughput results as filed in PubChem BioAssay.
C-LANA FP = inhibitors of KSHV LANA C-terminal domain DNA binding | MBP-C-LANA/FAM-LBS DNA binding, fluorescence polarization | actives 0.078% (n = 340,000) | inhibition, % at 9 µM;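 active = highest replicate inhibition at or above 60% at 9 µM, even if other replicates fall short; inactive = all replicates below 60% inhibition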;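 note: 0% = neutral control wells and 100% = 4 µM acridine orange control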
PfHsp90 yeast 2 = growth inhibition of yeast expressing Plasmodium Hsp90 | S. cerevisiae expressing PfHsp90, BacTiter-Glo ATP, 48 h; yeast lacking PDR1 and PDR3 efflux regulators | inhibition, % at 9.4 µM | actives 0.32% (n = 310,000) | AID 504621;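 active = every replicate shows inhibition above about 80%, whatever the replicate mean, limit read from the data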;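 note: 0% = DMSO neutral controls and 100% = 20 µM radicicol positive controls; yeast relying on Plasmodium falciparum Hsp90 in place of its own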
Rtt109 Vps75 = inhibitors of Candida albicans Rtt109/Vps75 histone acetyltransferase; Q5AAJ8; purified Rtt109/Vps75, ThioGlo CoA-SH fluorescence, 4 h; inhibition, % at 34.9 µM; actives 0.16% (n = 330,000); AID 540336;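 active = inhibition of at least 50% in every replicate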
SUMO Mot1 rescue = inhibitors of SUMOylation pathway: yeast Mot1-301 growth rescue | actives 1% (n = 320,000) | S. cerevisiae Mot1-301 growth rescue, ATP luminescence, 38.5C; percent above DMSO median, 100 means doubled | growth rescue, % at 18.8 µM | AID 2716;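 active = every valid replicate shows activation above 250% relative to neutral control wells; inactive = the rest, any valid replicate at or below 250%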;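 note: OY570 slx delta 5 strain wells were the positive control but not used for scaling; some compounds called inactive have numbers as strong as hits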
cardiac RTF act = increases calcium sensitivity of human cardiac regulated thin filaments. P19429+P45379. IANBD-labeled TnC RTF fluorescence at EC20 calcium; 0% EC20 calcium, 100% full calcium. activation, % at 7.2 µM. actives 0.24% (n = 340,000);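 active = activation above the mean over all tested compounds plus 3 SD, cut at about 30% in these data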;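 note: rise in fluorescence read as greater calcium sensitivity of cardiac thin filaments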
CDK5 inh = blocks human CDK5/p35 kinase activity; Q00535+Q15078; Recombinant CDK5/p35, ADP-Glo luminescence, 60 min; inhibition, % at 10 µM; actives 0.01% (n = 330,000); AID 488839;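 active = highest replicate inhibition of at least 50% and at least 75% of replicates reaching 50%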;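 note: plate controls were DMSO neutral control for no effect and GW8510 at 10 µM for full effect; many of its hits are not listed in these tables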
NSD2 inh = blocks human histone methyltransferase NSD2; NSD2 peptide methylation, AlphaScreen, 120 min; inhibition, % at 12.5 µM; actives 0.54% (n = 310,000); in the data active = inhibition above about 50%
dFosB act = mouse delta FosB homodimer activation | P13346 | purified delta FosB, TAMRA-CDK5 oligo fluorescence polarization; percent of positive-control signal above neutral wells | activation, % at 25 µM | actives 0.99% (n = 340,000) | AID 493131;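 active = mean activation above about 17%, with every replicate also reaching it, limit read from the data, passing the limit was not always enough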;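 note: fluorescence polarization rise as delta FosB binds a TAMRA Cdk5 AP-1 oligo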
Target sequence (P13346 whole entry, looked up): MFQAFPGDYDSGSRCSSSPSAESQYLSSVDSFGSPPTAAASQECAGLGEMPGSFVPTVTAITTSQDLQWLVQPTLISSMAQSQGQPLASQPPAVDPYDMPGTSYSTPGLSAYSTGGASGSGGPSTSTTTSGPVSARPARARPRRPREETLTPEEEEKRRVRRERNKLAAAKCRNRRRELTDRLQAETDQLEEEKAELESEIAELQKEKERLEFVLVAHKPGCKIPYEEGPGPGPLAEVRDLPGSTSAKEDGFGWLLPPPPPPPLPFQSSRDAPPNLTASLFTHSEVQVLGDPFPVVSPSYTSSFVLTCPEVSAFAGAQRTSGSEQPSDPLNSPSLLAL
Keap1-Nrf2 PPI = inhibitors of human Keap1-Nrf2 protein-protein interaction; AID 504523; actives 0.15% (n = 340,000); Keap1 Kelch-Nrf2 peptide fluorescence polarization, 1536-well; inhibition, % at 9.4 µM; in the data active = inhibition above about 12%;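 note: human Keap1 Kelch domain with fluorescein labeled Nrf2 9mer peptide probe; 0% = neutral control wells and 100% = peptide positive control; higher means more block of Keap1 binding to Nrf2 peptide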
Target sequence (Q14145 whole entry, looked up, the tested form may be a part): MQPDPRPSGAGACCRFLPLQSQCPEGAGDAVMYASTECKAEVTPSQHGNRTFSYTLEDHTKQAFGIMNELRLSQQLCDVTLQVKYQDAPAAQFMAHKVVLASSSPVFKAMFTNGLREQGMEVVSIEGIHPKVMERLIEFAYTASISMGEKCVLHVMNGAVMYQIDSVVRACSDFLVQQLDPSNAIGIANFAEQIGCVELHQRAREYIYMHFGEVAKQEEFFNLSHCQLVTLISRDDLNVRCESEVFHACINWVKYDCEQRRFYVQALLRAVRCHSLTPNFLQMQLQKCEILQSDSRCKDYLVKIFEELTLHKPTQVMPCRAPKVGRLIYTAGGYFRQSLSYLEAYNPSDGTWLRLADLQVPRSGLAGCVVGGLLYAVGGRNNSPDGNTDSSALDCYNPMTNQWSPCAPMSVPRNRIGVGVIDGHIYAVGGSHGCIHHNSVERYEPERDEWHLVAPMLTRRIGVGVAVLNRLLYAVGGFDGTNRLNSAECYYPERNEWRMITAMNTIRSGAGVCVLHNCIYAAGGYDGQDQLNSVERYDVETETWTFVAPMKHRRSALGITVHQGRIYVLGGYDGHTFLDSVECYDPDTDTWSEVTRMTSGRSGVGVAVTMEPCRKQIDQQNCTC
RTF Ca sens inh = cardiac RTF calcium desensitization. P19429+P45379. AID 493244. actives 0.12% (n = 340,000). IANBD-labeled cardiac RTF, Ca2+ fluorescence. inhibition, % at 7.15 µM;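 active = inhibition above the mean inhibition of all tested compounds plus 3 SD, cut at about 17% in these data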;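 note: assay run at fixed EC70 calcium of 1.6 mM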
PvdQ inh = P. aeruginosa PvdQ acylase inhibition; purified PvdQ acylase, fluorescence plate reader; inhibition, % at 10 µM; actives 0.063% (n = 340,000); AID 488965; in the data active = inhibition above about 30%, passing the limit was not always enough;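 note: 0% = vehicle neutral wells and 100% = reference inhibitor wells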
Numbers without * were called inactive; i = inactive; nt = no result given.

SMILES	C-LANA FP	PfHsp90 yeast 2	Rtt109 Vps75	SUMO Mot1 rescue	cardiac RTF act	CDK5 inh	NSD2 inh	dFosB act	Keap1-Nrf2 PPI	RTF Ca sens inh	PvdQ inh
COc1ccc(OC)c(CN2CCN(C(=O)c3cccc(S(=O)(=O)Nc4ccc(C)cc4)c3)CC2)c1	-0.2	-10	3	nt	-17	1.7	15	-7	3	-3	10
CC(=O)c1cccc(NC(=O)C(C)OC(=O)c2ccc(Br)o2)c1 (configuration not stated)	-1.0	8	0	-6	0	0.0	-2	-8	-5	1	-9
Cc1cc(-c2nnc3n2N=C(c2ccc(F)cc2)CS3)n[nH]1	1.2	-3	-10	385	-1	1.3	-1	-10	0	-1	-2
CCOc1cc(S(=O)(=O)NCc2ccc3c(c2)OCO3)c(C)cc1C	0.0	17	7	701*	-8	-0.6	0	-14	-3	-8	8
CC1CCCCN1C(=O)CN1C(=O)CSc2ccc(S(=O)(=O)N3CCOCC3)cc21 (configuration not stated)	-0.6	0	-5	144	-3	nt	-1	-2	-1	2	1
Cc1cc(C)cc(Nc2ccc3nonc3c2[N+](=O)[O-])c1	-0.6	0	-3	11	-5	-0.3	4	-2	0	3	-3
CCOC(=O)C1CCN(C(=O)c2cccc(S(=O)(=O)N3c4ccccc4CC3C)c2)CC1 (configuration not stated)	-0.1	17	5	3	1	0.3	9	-24	-4	-5	-3
O=C(OCC(=O)N1CCCC1)c1cnc(Cl)c(Cl)c1	2.4	nt	-1	-7	-8	-1.4	1	3	-3	4	-5
Cc1ccc2cc(CCNC(=O)c3ccc(S(=O)(=O)N4CCOCC4)cc3)c(=O)[nH]c2c1	1.1	23	4	7	0	-5.0	0	-1	-2	-1	-18
COc1ccc(NC(=O)CCC(=O)Nc2nnc(CC(C)C)s2)cc1Cl	1.2	0	-4	6	-4	0.2	-10	0	-6	-6	-10

Given with bars between the fields: part of the list above.
canonical_smiles | C-LANA FP | PfHsp90 yeast 2 | Rtt109 Vps75 | SUMO Mot1 rescue | cardiac RTF act | CDK5 inh | NSD2 inh | dFosB act | Keap1-Nrf2 PPI | RTF Ca sens inh | PvdQ inh
COc1ccc(OC)c(CN2CCN(C(=O)c3cccc(S(=O)(=O)Nc4ccc(C)cc4)c3)CC2)c1 | -0.2 | -10 | 3 | nt | -17 | 1.7 | 15 | -7 | 3 | -3 | 10
CC(=O)c1cccc(NC(=O)C(C)OC(=O)c2ccc(Br)o2)c1 (configuration not stated) | -1.0 | 8 | 0 | -6 | 0 | 0.0 | -2 | -8 | -5 | 1 | -9
Cc1cc(-c2nnc3n2N=C(c2ccc(F)cc2)CS3)n[nH]1 | 1.2 | -3 | -10 | 385 | -1 | 1.3 | -1 | -10 | 0 | -1 | -2
CCOc1cc(S(=O)(=O)NCc2ccc3c(c2)OCO3)c(C)cc1C | 0.0 | 17 | 7 | 701* | -8 | -0.6 | 0 | -14 | -3 | -8 | 8
CC1CCCCN1C(=O)CN1C(=O)CSc2ccc(S(=O)(=O)N3CCOCC3)cc21 (configuration not stated) | -0.6 | 0 | -5 | 144 | -3 | nt | -1 | -2 | -1 | 2 | 1
Cc1cc(C)cc(Nc2ccc3nonc3c2[N+](=O)[O-])c1 | -0.6 | 0 | -3 | 11 | -5 | -0.3 | 4 | -2 | 0 | 3 | -3
CCOC(=O)C1CCN(C(=O)c2cccc(S(=O)(=O)N3c4ccccc4CC3C)c2)CC1 (configuration not stated) | -0.1 | 17 | 5 | 3 | 1 | 0.3 | 9 | -24 | -4 | -5 | -3
O=C(OCC(=O)N1CCCC1)c1cnc(Cl)c(Cl)c1 | 2.4 | nt | -1 | -7 | -8 | -1.4 | 1 | 3 | -3 | 4 | -5
Cc1ccc2cc(CCNC(=O)c3ccc(S(=O)(=O)N4CCOCC4)cc3)c(=O)[nH]c2c1 | 1.1 | 23 | 4 | 7 | 0 | -5.0 | 0 | -1 | -2 | -1 | -18
COc1ccc(NC(=O)CCC(=O)Nc2nnc(CC(C)C)s2)cc1Cl | 1.2 | 0 | -4 | 6 | -4 | 0.2 | -10 | 0 | -6 | -6 | -10

Next compounds
SMILES	C-LANA FP	PfHsp90 yeast 2	Rtt109 Vps75	SUMO Mot1 rescue	cardiac RTF act	CDK5 inh	NSD2 inh	dFosB act	Keap1-Nrf2 PPI	RTF Ca sens inh	PvdQ inh
Fc1ccc(Nc2nc(-c3ccncc3)nc3ccccc23)cc1	3.5	-1	5	4	1	-0.2	0	-10	1	-1	12
COc1ccc(CCNC(=O)c2cccc(C(=O)NCCc3ccc(OC)cc3)n2)cc1	-0.3	7	4	-3	-2	3.7	-4	-7	1	-3	-7
Cc1cccc([C@@H](NC(=O)OC(C)(C)C)C(=O)OC(C)(C)C)c1	2.9	-2	2	-16	-7	0.7	nt	0	-9	4	-12
CCOC(=O)N1CCN(C(=O)CSc2nc(=O)n3cc(C)ccc3n2)CC1	-0.5	nt	9	4	-2	-0.2	0	-3	-2	-4	-2
COc1ccc2c(c1)Sc1ccccc1N2	1.3	2	3	nt	-7	2.0	nt	3	-7	-21	-9
O=C(CCc1ccccc1)N1CCCC(Nc2ccc(F)cc2)C1 (configuration not stated)	-0.2	23	-3	-2	-2	-0.9	4	1	0	2	3
CC(C)C[C@H](NC(=O)c1nc[nH]c1C(=O)NCCNC(=O)OC(C)(C)C)C(=O)CNCCNC(=O)c1[nH]cnc1C(=O)N[C@@H](C)C(=O)OC(C)(C)C	-1.0	42	23	2	2	-3.5	nt	-10	-5	-3	-6
COC(=O)c1ccc(CSc2nnnn2C)o1	0.9	75	6	-6	1	0.2	-1	2	-2	-7	-9
CSC[C@@H]1NC(=S)N(c2ccc(C)cc2)C1=O	-2.2	5	21	-13	-8	0.8	3	-1	-9	1	6
CCN(CC(=O)NCc1cccs1)C(=O)c1ccc(S(=O)(=O)N(CC)c2ccccc2)cc1	1.0	9	5	0	-4	-0.7	-3	-10	1	-9	-7
Cn1c(CCNC(=O)c2ccc(F)cc2)nc2ccccc21	0.6	-14	-14	19	13	-0.6	nt	-2	-5	4	-8
CCOC(=O)C1=CN(Cc2cccc(-c3ccc4c(c3)OCO4)c2)S(=O)(=O)N(C)C1C (configuration not stated)	0.3	7	1	nt	-2	-1.9	nt	2	0	-2	-8
CN(C1CCCCC1)S(=O)(=O)c1ccc(NC(=O)Cn2nc(-c3ccc(F)cc3)ccc2=O)cc1	0.2	-14	-4	-8	-3	-0.9	1	0	-2	-9	-2
CCCCN=c1sc(C(=O)OC)cc(=O)n1CCCC	-0.2	-12	-9	-17	4	0.6	-2	-7	0	-7	2
O=C(COC(=O)c1ccc(N2CCCC2=O)cc1)NCc1ccco1	-0.6	28	12	7	3	-1.8	2	4	0	-4	-2
Cc1ccccc1NC(=O)C1CCN(C(=O)N2CCOc3ccccc32)CC1	0.2	4	2	-3	11	0.8	nt	-7	-2	-9	-13
CC(C)(C)NC(=O)N1CCC(CO)(Cc2ccccc2Cl)CC1	-6.8	-16	-6	-1	-7	-2.1	-8	-6	-3	7	-7
N/C(=N\OC(=O)C(c1ccccc1)c1ccccc1)c1ccccn1	0.9	-6	-2	19	0	0.5	-2	-8	0	2	-7
CCOc1ccc(Cn2nnc(C(=O)NCCc3ccccc3)c2N)cc1	-0.6	-35	2	-3	16	-1.8	nt	-8	-7	0	-13
CCOC(=O)c1c(S(=O)(=O)Nc2cccc(-c3ccno3)c2)c(C)n(C)c1C	-0.8	11	3	-10	-1	0.4	-7	-8	-4	4	-2
Cc1[nH]n(-c2ncc(-c3ccccc3)s2)c(=O)c1C(c1ccc(Cl)cc1)C(C#N)C#N (configuration not stated)	1.6	-29	-2	18	4	3.9	10	-18	-5	-24	-9
O=C(N/N=C/c1cccc(OC(=O)c2ccc([N+](=O)[O-])cc2)c1)c1cccnc1	1.1	-13	-13	-17	-8	-0.8	3	-3	-1	-19	-8
Cc1c(C(=O)N(Cc2ccco2)Cc2cccs2)oc2ccccc12	2.9	4	6	11	3	0.0	5	-12	-12	-9	-6
Cc1ccc2[nH]c(=O)c3cc(C(=O)NCCN4CCN(C)CC4)sc3c2c1	-1.0	39	4	-16	7	0.9	nt	-68	-4	-3	-12
Cc1ccccc1-n1ccnc1SCC(=O)Nc1cccc(S(=O)(=O)NC2=NCCC2)c1	0.5	-4	2	3	1	2.1	0	-6	0	-8	-8
COC/C=C/C1=CC2=CC(=O)C(C)(OC(=O)c3cnc4ccccc4n3)C(=O)C2=CN1CCCOC(C)C (configuration not stated)	-0.3	1	-15	-12	-3	-0.1	nt	0	-3	-3	15
COCCNC(=O)/C(C#N)=C/c1cc(C)n(-c2ccc(C)cc2)c1C	9.3	-6	17	-7	1	2.2	4	-5	2	-6	13
COc1cccc(N2CCN(C(=O)C3CCN(S(=O)(=O)c4ccc5c(c4)CC(C)N5C(C)=O)CC3)CC2)c1 (configuration not stated)	-2.4	-1	17	-7	-4	0.6	1	0	-2	-6	-8
Cc1ccc[n+](CC(=O)Nc2ccc(Cl)c([N+](=O)[O-])c2)c1	1.4	9	0	45	0	0.1	5	6	1	-7	-11
Cn1c(=O)c2sccc2n2c(CCCC(=O)NCc3cccnc3)nnc12	-0.5	11	6	-3	-5	0.7	-4	-4	-2	-6	9
O=C(Nc1ccccc1-c1ccccc1)C12CC3CC(CC(C3)C1)C2	1.9	-14	3	18	-6	0.7	-4	-4	3	11	0
COc1cc(C(=O)Nc2ccn(C)n2)ccc1OC(F)F	7.0	nt	-8	2	-1	-1.0	-2	0	3	1	-2
CCOC(=O)CSc1ncnc2c1cnn2-c1ccc(Cl)cc1	0.4	3	-2	nt	3	1.4	-2	0	1	0	-11
CCc1ccc(S(=O)(=O)/N=C2\C=C(Nc3cccc(C(=O)O)c3)C(=O)c3ccccc32)cc1	5.9	8	-6	27	-12	2.9	132*	-12	0	12	-1
Cc1cccc(/C=N/NC(=O)c2ccc(NC(=O)c3ccccc3Cl)cc2)n1	1.3	11	6	39	-2	-1.7	-2	-9	-5	-10	-18
COc1ccc(/C(N)=N/OC(=O)CCc2ccccc2)cc1OC	-1.0	19	1	-3	-2	0.4	0	-4	1	-11	5
COc1ccc(COC(=O)C2CC(=O)N(Cc3ccc(C)cc3)C2)cc1 (configuration not stated)	-2.0	-7	4	56	0	0.4	-1	-4	4	-3	16
Cc1cc(C)cc(N(CC(=O)NC2CCCC2)C(=O)C2(C)CC(=O)N=C3C=CC=CN32)c1 (configuration not stated)	1.1	-15	-8	i	2	3.0	-7	1	-2	-4	-11
O=c1cc(-c2ccc3c(c2)OCO3)oc2ccccc12	-1.4	-15	4	-5	-3	0.9	-2	-14	-7	-3	-13
Cc1ccc(-c2csc(NC(=O)c3ccc(C)o3)n2)cc1	1.1	-8	0	182	0	nt	-1	0	-5	-10	-7
